# SNCA viab count = GF-AFC viability counterscreen for inhibitors of alpha-synuclein gene (SNCA) expression. HEK-293-SNCA-luc viability, GF-AFC fluorescence, 24 h. Potency, µM (top dose mostly 57.1 µM), for inactives: top-dose activity change, negative = cytotoxicity, usual class: cytotoxic. actives 0.12% (n = 150,000);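 further: potency means the concentration at half of the fitted maximal effect; 0% = DMSO-treated cells and -100% = medium-only wells without cells; nearly all actives have a fitted effect of over 30% in size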
#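 Cytotoxicity counterscreen: after 24 h compound treatment of genome-edited SNCA-luciferase HEK-293 cells, live-cell protease substrate GF-AFC read by fluorescence after 30 min; activity scaled between DMSO (0%) and medium-only (-100%), curves Hill-fitted.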
# 3T3 cytotox = Cytotoxic Profiling in NIH 3T3 Cell Line of Diverse Libraries Using Quantitative High-Throughput Screening; NIH 3T3 viability, CellTiter-Glo ATP luminescence, 48-72 h; Potency, µM (titrated, usually from 96.7 µM), without a hit: top-dose activity change, negative = cytotoxicity, usual class: inhibitors; actives 4.3% (n = 94,000); AID 1345082, 2018; further: potency means the concentration at half of the fitted maximal effect; nearly all actives have a fitted effect of over 55% in size
#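 Luminescent ATP readout (CellTiter-Glo, 10 min RT) after 48 or 72 hr compound exposure of NIH 3T3 cells seeded at 400 cells/well in 1536-well format; quantitative HTS.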
# IP6K1 inh = Primary qHTS assay for small molecule inhibitors of Inositol hexaphosphate kinase 1 (IP6K1) | activity change, % (series mostly up to about 58 µM) | IP6K1 kinase, ADP-Glo luminescence, 2 h; hits give low values | actives 0.81% (n = 140,000) | Inositol hexakisphosphate kinase 1 (Homo sapiens), Q92551; in the data active means activity change below about -25%
# Target sequence (Q92551 whole entry, looked up): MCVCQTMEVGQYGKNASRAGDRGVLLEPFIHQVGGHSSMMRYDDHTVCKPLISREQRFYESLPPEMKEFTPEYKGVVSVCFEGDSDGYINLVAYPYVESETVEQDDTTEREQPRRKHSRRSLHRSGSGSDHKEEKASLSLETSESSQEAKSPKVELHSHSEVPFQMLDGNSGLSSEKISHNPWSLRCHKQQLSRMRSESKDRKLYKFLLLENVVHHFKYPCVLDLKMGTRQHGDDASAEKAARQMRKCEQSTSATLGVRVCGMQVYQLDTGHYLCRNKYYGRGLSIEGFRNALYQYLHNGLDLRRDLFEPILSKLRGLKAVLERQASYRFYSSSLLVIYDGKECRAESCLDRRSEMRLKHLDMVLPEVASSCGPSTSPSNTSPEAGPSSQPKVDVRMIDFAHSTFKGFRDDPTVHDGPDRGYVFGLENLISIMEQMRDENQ
#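 ADP-Glo luminescence measures ADP made by human IP6K1 during a 2 h RT reaction with ATP/IP6 (mix at 1.3 mM/130 uM); top library doses 57.5 and 19.1 uM final.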
# HEK cytotox = Cytotoxic Profiling in HEK 293 Cell Line of Diverse Libraries Using Quantitative High-Throughput Screening. HEK 293 viability, ATP luminescence (CellTiter-Glo), 48-72 h. Potency, µM (titrated, usually from 115 µM), for the others: top-dose activity change, negative = cytotoxicity, usual class: inhibitors. actives 6.6% (n = 94,000); further: potency means the concentration at half of the fitted maximal effect; nearly all actives have a fitted effect of over 60% in size
#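 qHTS cytotoxicity; HEK 293, 250 cells/well; compound pinned; 48 or 72 hr, 37 degree Celsius, 5% CO2, 95% humidity; CellTiter-Glo, 10 min RT; luminescence (ATP).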
# SNCA expr inh = Primary qHTS assay for inhibitors of alpha-synuclein gene (SNCA) expression. HEK-293 SNCA-luciferase knock-in, luminescence, 24 h. Potency, µM (titrated, usually from 57.2 µM), inactives show top-dose activity change, negative = inhibition, usual class: inhibitors. actives 0.17% (n = 140,000);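 further: potency means the concentration at half of the fitted maximal effect; plate controls were DMSO cells for no effect and cell-free wells for full effect; nearly all actives have a fitted effect of over 45% in size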
# Luciferase inh = Firefly luciferase inhibition profiling of diverse chemical library using quantitative high-throughput screening; purified P. pyralis luciferase, luminescence, biochemical; actives 2.5% (n = 76,000); Luciferin 4-monooxygenase (Photinus pyralis), P08659; Potency, µM (series often up to 115 µM), inactives show top-dose activity change, negative = inhibition, usual class: inhibitors; further: potency means the concentration at half of the fitted maximal effect; nearly all actives have a fitted effect of over 65% in size
#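 FLuc 10nM, D-luciferin 10uM, ATP 10uM, Mg acetate 10mM, Tris acetate pH 7.5, Tween/BSA; cpd qHTS; enzyme added last; CCD luminescence.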
# GPT2 inh = Primary qHTS assay for inhibitors of Glutamate pyruvate transaminase 2 (GPT2). Recombinant GPT2, coupled pyruvate oxidase/HRP Amplex Red fluorescence. Alanine aminotransferase 2 (Homo sapiens), Q8TD30. Potency, µM (highest dose often 57.7 µM), inactives show top-dose activity change, negative = inhibition, most hits filed as inhibitors. AID 1671188, 2021. actives 0.25% (n = 100,000); further: potency means the concentration at half of the fitted maximal effect; nearly all actives have a fitted effect of over 60% in size; many of its hits are not listed in these tables
# Target sequence (Q8TD30 whole entry, looked up): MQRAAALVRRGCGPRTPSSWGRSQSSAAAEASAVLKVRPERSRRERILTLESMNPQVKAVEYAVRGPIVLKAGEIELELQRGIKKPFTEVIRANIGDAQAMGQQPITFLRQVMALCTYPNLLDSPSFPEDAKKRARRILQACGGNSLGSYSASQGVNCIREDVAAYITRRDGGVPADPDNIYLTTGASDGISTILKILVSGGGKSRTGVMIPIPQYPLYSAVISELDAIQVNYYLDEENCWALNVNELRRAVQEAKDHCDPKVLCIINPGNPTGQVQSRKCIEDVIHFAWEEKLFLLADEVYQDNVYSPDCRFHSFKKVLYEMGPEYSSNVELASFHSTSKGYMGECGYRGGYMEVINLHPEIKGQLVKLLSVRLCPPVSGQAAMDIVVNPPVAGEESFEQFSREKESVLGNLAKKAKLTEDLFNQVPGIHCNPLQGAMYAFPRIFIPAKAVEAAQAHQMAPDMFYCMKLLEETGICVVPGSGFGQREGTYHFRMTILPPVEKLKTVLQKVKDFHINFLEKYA
#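 Inhibition is scored from Amplex Red fluorescence generated when pyruvate oxidase and HRP act on pyruvate released by GPT2. Reactions contain 10ng/uL enzyme, 250uM a-KG and 2mM L-alanine and run 30 min at room temperature.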
# * hit, by the source's call; i = inactive; ? = inconclusive; nt = not tested or not shown; [ ] = remark or other dose. Unless noted, the call rests on the fitted dose curve; in most records, active means well fitted curve in the direction sought with a large enough effect; inconclusive means small, poorly fitted or top-dose-only effect, or another doubt; inactive means no such curve, though single readings can be large; an effect the other way counts as inactive or inconclusive. Unless noted, on the % scale 0 is the no-effect control and ±100 the full control effect. Only part of the results is shown; the hit share may differ from the screen's.
# Each structure is followed by: SNCA viab count, 3T3 cytotox, IP6K1 inh, HEK cytotox, SNCA expr inh, Luciferase inh, GPT2 inh
C=C[C@H]1[C@H](O[C@@H]2O[C@H](CO)[C@@H](O)[C@H](O)[C@H]2O)OC=C(C(=O)OC)[C@H]1CCO
    -10%, nt, 7, nt, nt, nt, ?
O=C(NC1CC1)C1COC2(CCN(C(=O)c3cccc(Cl)c3)CC2)N1C(=O)c1ccc(F)cc1 (stereo not drawn)
    9%, ?, 19, -3%, -1%, 5%, -12%
CSc1ccc(CCNC(=O)c2ccc(-n3c(C)cc4c3CCCC4)cc2)cc1
    -9%, nt, 34, nt, ?, nt, nt
O=C(Cn1c(=O)c2ccccc2n(CC(=O)Nc2ccc(F)cc2)c1=O)NCCc1ccccc1
    12%, nt, 8, nt, -10%, nt, nt
CCCN1CCC2(Cc3ccccc3CN(C(=O)CCCC(=O)O)C2)C1 (stereo not drawn)
    13%, -16%, -4, -17%, -2%, nt, -36%
Cn1ncc2c(C(=O)NCc3cccnc3)cc(-c3ccc([S+](C)(=O)[O-])cc3)nc21
    -15%, ?, -4, -5%, 8%, nt, 4%
COc1ccc2[nH]c3c(c2c1)CCNC31CCN(C(=O)c2cnccn2)CC1
    4%[12.5 µM], -12%, -2, -29%, 20%, 2%, i
Cc1nnn2c(C(=O)Nc3ccc(F)cc3)cccc12
    -8%[87.6 µM], -27%[138 µM], 10, ?, 167%[activator][87.6 µM], ?, 3%[88.5 µM]
CN(CC1CCOC1)S(=O)(=O)c1ccccc1 (stereo not drawn)
    6%, 4%, 12, 4%, -4%, -3%, i
CCOC(=O)C[C@@H]1C[C@@H](C(C)C)[C@H](CNS(=O)(=O)c2ccc(NC(C)=O)cc2)C=C1C
    -19%, ?, 1, ?, -26%, -10%, 3%
O=C(NC1CCN(c2nccc(Nc3ccccc3F)n2)CC1)C1CC1
    5%[12.5 µM], ?, 10, ?, -29%, nt, 3%
Cc1ccc(-n2ncc(C(=O)N3CCN(C4CCCCC4)CC3)c2C2CCN(C(=O)OC(C)(C)C)CC2)cc1C
    -20%, nt, -6, nt, ?, nt, nt
O=C(c1ccc(N2CC3CC(C2)[C@H]2CCCC(=O)N2C3)nc1)N1CCCC1 (stereo partly drawn)
    -3%, -11%, 8, -3%, -10%, 2%, -11%
O=C1CC(c2ccccc2)N(C(=O)C2CC2)CCCN(C(=O)c2ccncc2)CCN1 (stereo not drawn)
    1%, ?, 7, -10%, 14%, -12%, i
COc1ccccc1OCCNC(=O)CCC1CCN(C(=O)c2ccccc2F)CC1
    3%, -17%, 15, -12%, -11%, -2%, 3%
CCn1cc(C(=O)N2CCN(c3ccccc3)CC2)c(=O)c2cc(S(=O)(=O)N3CCC(C)CC3)ccc21
    -3%, nt, -3, nt, -28%, nt, nt
Cc1ccc(-c2nc3ccc(Br)cn3c2Nc2ccc3c(c2)OCO3)o1
    -1%, nt, -5, nt, 55%[activator], nt, nt
Cc1cccc(N(C)C(=S)Oc2ccc3c(c2)C2CCC3C2)c1 (stereo not drawn)
    17%[23.9 µM], nt, 3, nt, 87%[activator][25.6 µM], nt, 3%
COc1ccc(-n2c(C)c(C(C)=O)c3cc(OC(=O)COc4ccccc4)ccc32)cc1
    -15%, nt, -2, nt, ?, nt, nt
O=C(O)c1ccc(CN2CC[C@@H](c3ccc4ccccc4c3)[C@H](O)C2)cc1
    1%, i, -3, 0%, 6%, 6%, i
CS(=O)(=O)c1cnc(NCCn2ccnc2)nc1C1CCCNC1 (stereo not drawn)
    1%, 1%, -6, -3%, ?, 1%, 5%
CN1CCN(C(=O)Cn2ncc3c4ccccc4n(Cc4ccc(F)cc4)c3c2=O)CC1
    5%, nt, -1, nt, -1%, nt, nt
CCOC(=O)N1CCN(C(=O)c2cccc(CC3CCNCC3)c2)CC1
    0%, i, 6, -3%, 29%, -1%, -6%
CC[C@@]1(O)CCN(C(=O)CCc2nc(-c3ccncc3)no2)C[C@H]1O
    ?, -6%, 12, -13%, -13%, 7%, i
Cc1noc([C@@H]2CN(S(=O)(=O)c3c(C)noc3C)C[C@H]2C(N)=O)n1
    12%, i, 12, -2%, 17%, 4%, i
NS(=O)(=O)c1ccc(F)c(C(=O)NCc2ccc3nonc3c2)c1
    -6%, ?, 1, ?, 3%, 0%, 0%
CCN(CCCNC(=O)CC1=C2CCCCC2N(C)C1=O)c1ccccc1 (stereo not drawn)
    -5%, -8%, -6, i, -28%, nt, i
NCC(=O)NC1CC2(CCN(C(=O)Cc3ccc(O)cc3)CC2)c2ccccc21 (stereo not drawn)
    0%, i, 10, i, 0%, nt, 1%
COc1cc(O)cc(/C=C/c2ccc(O[C@@H]3O[C@H](CO)[C@@H](O)[C@H](O)[C@H]3O)cc2)c1
    -17%[23.9 µM], nt, 2, nt, nt, nt, i
CN1CCCN(C(=O)C2CCC2)c2ccccc21
    -1%, -20%, -5, -12%, 4%, 2%, i

# The final two compounds of the section before come first, to join the parts.
# Each structure is followed by: SNCA viab count, 3T3 cytotox, IP6K1 inh, HEK cytotox, SNCA expr inh, Luciferase inh, GPT2 inh
COc1cc(O)cc(/C=C/c2ccc(O[C@@H]3O[C@H](CO)[C@@H](O)[C@H](O)[C@H]3O)cc2)c1
    -17%[23.9 µM], nt, 2, nt, nt, nt, i
CN1CCCN(C(=O)C2CCC2)c2ccccc21
    -1%, -20%, -5, -12%, 4%, 2%, i
CCC(C)NC(=O)N1CC(n2cc(C(=O)NCc3ccncc3)nn2)C1 (stereo not drawn)
    -19%, i, 10, 2%, ?, 1%, 2%
COc1cccc(C2CC(=O)Nc3c2c(=O)[nH]c2nc4ccccc4n32)c1 (stereo not drawn)
    -2%, nt, 16, nt, 19%, nt, nt
CC(C)(CC(=O)O)CC(=O)N1C[C@@H]2C[C@H](C1)c1ccc(-c3cc4ccccc4s3)c(=O)n1C2
    ?, -15%, 24, -10%, 64%[activator], 22µM*, ?
COc1ccc(C(=O)N2CCC3(CC2)N=C(c2ccc(C)cc2)NO3)cc1
    4%, -7%, 4, ?, 44%[activator], ?, -2%
CCOC(=O)C1(Cc2ccccc2C(F)(F)F)CCN(Cc2ccccn2)CC1
    -11%, ?, -2, 40µM*, -14%, 4%, ?
COc1ccc(OC)c(NC(=O)C2CCN(S(=O)(=O)c3ccc4c(c3)CC(C)N4C(C)=O)CC2)c1 (stereo not drawn)
    11%, nt, 13, nt, -19%, nt, nt
COc1ccccc1CNC(=O)Cn1nc(C)c2nn(-c3ccc(Cl)cc3)c(C)c2c1=O
    -24%, nt, -9, nt, -16%, nt, nt
Cc1nc(C)c(C(=O)NCC23CCCC=C2NC(=O)CC3)s1 (stereo not drawn)
    -2%, -2%, -11, 2%, 3%, 9%, i
COCC(=O)Nc1ccc2c(c1)CN(CCc1ccccc1)C(=O)C(C)O2 (stereo not drawn)
    19%, ?, 14, ?, 51%[activator], -21%, i
COC(=O)[C@@H]1Cc2c([nH]c3ccccc23)[C@H]2C[C@@H](NCCNC(C)=O)C[C@@H](c3ccc(C(F)(F)F)cc3)N21
    -24%, 20µM*, -6, 25µM*, -11%, 7%, ?
CCC(=O)N1CCC(c2nc(C3CCOCC3)no2)C1 (stereo not drawn)
    -8%, i, 0, 9%, -7%, -9%, i
Cc1noc(C)c1CCC(=O)N1C[C@@H](CO)[C@H](c2ccccn2)C1
    4%, 2%, 0, -7%, 0%, 2%, i
CC(C)Oc1ccc(C(=O)N(Cc2ccc(N(C)C)cc2)C2CCS(=O)(=O)C2)cc1 (stereo not drawn)
    -15%, nt, 2, nt, -16%, nt, nt
O=C(NCCc1ccccc1)C1CCN(Cc2ccccc2-c2ccccc2F)CC1
    nt, -21%, 9, ?, nt, nt, nt
CC(C)(C)OC(=O)N1CCC(c2c(C(=O)N3CCN(c4ncccn4)CC3)cnn2-c2ccc(F)cc2F)CC1
    16%, nt, -6, nt, 6%, nt, nt
CN(C)c1ccc(C(=O)N2CCN(C(=O)C3CCCCC3)[C@H](C(=O)N[C@@H](CC3CCCCC3)C(N)=O)C2)cc1
    0%, -22%, -12, -3%, -15%, 1%, i
O=C(NCC1CC1)c1ccc2oc(-c3ccncc3)nc2c1
    0%, 1%, 5, -6%, 3%, nt, -1%
CCn1ccc2cc(S(=O)(=O)N3CCC(C(=O)NCc4ccc(OC(C)C)cc4)CC3)ccc21
    16%, nt, -6, nt, 3%, nt, nt
CC1CCC(NC(=O)c2nnn3c2COC(c2ccc(F)cc2)C3)CC1 (stereo not drawn)
    0%, -17%, -3, ?, -22%, 0%, ?
CCCS(=O)(=O)N1CC[C@H](c2nc(C)no2)[C@H](NC(=O)COC)C1
    3%, 3%, 19, 8%, 3%, 2%, i
COCCNc1ncc(-c2ccc(O)cc2)c2c1OCC2
    -1%[87.6 µM], ?, -16, -26%[230 µM], 162%[activator][87.6 µM], -28%[230 µM], ?
COc1cccc(CNC(=O)C2=C(C)C(=O)OC23CCCCCC3)c1
    -8%, nt, -13, nt, -1%, nt, nt
COc1cc(OC)c(OC)cc1CN1CCC(O)(CN2CCCC2)CC1
    -6%, ?, 16, -26%, 6%, 1%, ?
COCc1nc(NCCc2nc(-c3ccccn3)no2)c2cnn(C)c2n1
    -2%, -8%, 4, -9%, 3%, 12%, 4%
CN1CCCCCCN(S(=O)(=O)c2ccccc2)CCC1=O
    -4%, -14%, 3, 2%, -6%, 0%, 4%
Cc1cc(C)n(CCC(=O)NCC2Cn3cccc3C(=O)N2Cc2ccccc2)n1 (stereo not drawn)
    -4%, -1%, -5, 1%, 9%, 6%, i
CC(=O)c1ccc(Oc2nc(C)nc3c2oc2ccccc23)cc1
    -6%, nt, -22, nt, 9%, nt, nt
CCN(CC)CCNC(=O)C1CCCN(c2ncnc3onc(C)c23)C1 (stereo not drawn)
    0%, nt, -11, nt, -5%, nt, nt
O=C(NCc1ccccn1)C1CCN(C(=O)C2(c3ccc(F)cc3)CC2)CC1
    -1%, 1%, 2, i, -14%, 1%, i[11.5 µM]
O=C1CCN(C(=O)CCCc2ccccc2)CCCC(CO)CCN1 (stereo not drawn)
    4%, 0%, -5, 2%, 29%, -7%, i

# Fetched by compound from above, 2 records:
# Each structure is followed by: SNCA viab count, 3T3 cytotox, IP6K1 inh, HEK cytotox, SNCA expr inh, Luciferase inh, GPT2 inh
COC(=O)[C@@H]1Cc2c([nH]c3ccccc23)[C@H]2C[C@@H](NCCNC(C)=O)C[C@@H](c3ccc(C(F)(F)F)cc3)N21
    -24%, 20µM*, -6, 25µM*, -11%, 7%, ?
COCc1nc(NCCc2nc(-c3ccccn3)no2)c2cnn(C)c2n1
    -2%, -8%, 4, -9%, 3%, 12%, 4%
